# Screens from PubChem.
# mHTT CaM bind: mutant huntingtin-calmodulin interaction inhibitors – biochemical, AlphaScreen, primary screen. AlphaScreen His-mHTT/GST-CaM binding, luminescence. inhibition, % at 15 µM. actives 3.6% (n = 190,000). AID 1671202, 2021;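 further: 0% = both proteins with DMSO and 100% = one protein alone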
# Pf apPOL block: Pf-apPOL inhibitors, biochemical, fluorescence; inhibition, % at 10 µM; Plasmodium falciparum apicoplast DNA polymerase (apPOL); Recombinant Pf-apPOL, molecular beacon fluorescence, 1.5 h; actives 0.25% (n = 210,000)
# * hit, by the source's call; i = inactive; / = not tested or not shown; & = joins results of further samples. No stated cut-off is given here; in the data, active means inhibition above about 50%; inactive means the rest. Not all compounds are listed; the hit share may differ from the screen's.
# Preview (five entries):
canonical_smiles	Pf apPOL block	mHTT CaM bind
O=C(c1ccc(Cl)cc1)N1N=C(C(F)(F)F)CC1(O)c1cccnc1 (stereo unspecified)	0	10
CCOCCCNC(=O)c1ccc2c(c1)ncn2-c1ccccc1CC	30	7
CCn1c(=N)c(C(=O)NCc2cccnc2)cc2c(=O)n3cccc(C)c3nc21	6	-5
Cc1ccc(NC(=O)c2c(O)c3cccnc3n(-c3cccc(F)c3)c2=O)c(F)c1	-4	-3
Cc1cc(C=O)c(C)n1-c1ccc(O)cc1	-3	36

# The list itself, from the first entry:
canonical_smiles	Pf apPOL block	mHTT CaM bind
O=C(c1ccc(Cl)cc1)N1N=C(C(F)(F)F)CC1(O)c1cccnc1 (stereo unspecified)	0	10
CCOCCCNC(=O)c1ccc2c(c1)ncn2-c1ccccc1CC	30	7
CCn1c(=N)c(C(=O)NCc2cccnc2)cc2c(=O)n3cccc(C)c3nc21	6	-5
Cc1ccc(NC(=O)c2c(O)c3cccnc3n(-c3cccc(F)c3)c2=O)c(F)c1	-4	-3
Cc1cc(C=O)c(C)n1-c1ccc(O)cc1	-3	36
O=C(CCc1cc2ccccc2[nH]c1=O)N1CCSCC1	-6	100*
CCOc1ccccc1NC(=O)c1ccc(OCC(=O)Nc2ccc(C)cc2C)cc1	3	-4
COC(=O)c1ccc(NC(=O)N2CCCCCC2c2ccc(C)s2)cc1 (stereo unspecified)	-4	-5
COc1cc(C(=O)Nc2c3c(nn2C(C)(C)C)CS(=O)(=O)C3)cc(OC)c1OC	-2	0
N=c1c(C(=O)NC2CCCCC2)cc2c(=O)n3ccccc3nc2n1CCN1CCOCC1	-5	-2
Cc1ccc(N2CCC(NC(=O)c3ccsc3)C2=O)cc1 (stereo unspecified)	-2	-9
COc1ccc(-c2cc(N3CCN(C(=O)COc4ccc(C)cc4OC)CC3)ncn2)cc1	-35	34
COc1ccc(-c2noc(-c3ccco3)n2)cc1	-2	-19
Cc1ccn2cc(C(=O)NCCC(C)C)nc2c1	-1	-8
CCCN(CCC)S(=O)(=O)c1ccc(NC(=O)c2ccccc2Br)cc1	-3	-4
Nc1cc(=O)[nH]c(SCc2ccc(Br)cc2)n1	8	3
CNC(=O)N1CCC2(CC1)Nc1cc(F)ccc1-n1cccc12	4	36
COc1ccc(NC(=O)CCc2ccccc2)c(OC)c1	0	-4
CC(C)N1C(=O)Cc2ccccc2C1C(=O)NCc1ccc2c(c1)OCO2 (stereo unspecified)	8	-5
Cc1ccc(CN2CCCn3nc(C(=O)NCCCN4CCOCC4)cc3C2=O)cc1	14	-4
CC(=O)NCCc1csc(C2CCCN(C(=O)c3ccccc3C)C2)n1 (stereo unspecified)	-4	-2
Cc1ccccc1CN1CCN(C(=O)CC(C)C)CC1	0	1
O=C(Cc1csc(SCC(=O)c2ccccc2)n1)NCCC1=CCCCC1	0	16
COc1ccccc1N1CC(C(=O)NCc2cc(-c3ccc4c(c3)CC(C)O4)on2)CC1=O (stereo unspecified)	-3	18
COc1ccc(N2C(=O)c3c(C)nc4ccccc4c3C2=O)cc1OC	2	12

# Reformatted: entries from further up
# Every second line gives: Pf apPOL block | mHTT CaM bind
CC(=O)NCCc1csc(C2CCCN(C(=O)c3ccccc3C)C2)n1 (stereo unspecified)
→ -4 | -2
O=C(CCc1cc2ccccc2[nH]c1=O)N1CCSCC1
→ -6 | 100*
O=C(Cc1csc(SCC(=O)c2ccccc2)n1)NCCC1=CCCCC1
→ 0 | 16
COC(=O)c1ccc(NC(=O)N2CCCCCC2c2ccc(C)s2)cc1 (stereo unspecified)
→ -4 | -5

# Next section.
canonical_smiles	Pf apPOL block	mHTT CaM bind
Cc1cc2n(n1)CCCN2C(=O)CCC(=O)Nc1ccccc1C(=O)c1ccccc1	-2	23
C=CCn1c2ccccc2c2nnc(SCC(=O)Nc3ccc(NC(C)=O)cc3)nc21	-6	12
CC(C)(C)c1ccccc1NC(=O)Cc1cccs1	0	-4
N#CC1=CN(c2ccccc2Cl)c2ccccc2S1(=O)=O	3	-7
Cc1c(Cl)cccc1NC(=O)N1CCCC(C)(C(=O)NCc2ccccc2)C1 (stereo unspecified)	0	1
Cc1cccc(C(=O)Nc2ccccc2N2CCOCC2)c1	-2	-11
O=C(NCc1cc(F)ccc1F)C1CCCN(c2cnc3nccnc3c2)C1 (stereo unspecified)	2	-2
COc1cc(CN2CCCC2c2cc(C)on2)ccc1OC(C)C (stereo unspecified)	4	5
CCOC(=O)c1noc(C)c1-c1csc(-c2ccc(Cl)cc2)n1	-4	/
CN1CCN(S(=O)(=O)c2ccccc2)CC1	-4	-6
CC(=O)Nc1ccc(N2C(=O)CSC2c2ccccc2)cc1 (stereo unspecified)	0	2
O=C1NNC(=O)C2C3c4ccccc4C(c4ccccc43)C12 (stereo unspecified)	-3	-3
CNc1nnc(-c2cc3ccccc3oc2=O)s1	-3	2
N#Cc1nccnc1SCc1ccc(Cl)cc1Cl	-4	/
CCN1C(=O)S/C(=C/c2cn(CC(=O)N3CCOCC3)c3ccccc23)C1=O	-5	40
CCc1ccccc1NC(=O)Cn1c(C)nc2c(c1=O)CCN(Cc1ccccc1)C2	-5	-7
CCOc1ccc(NC(=O)C2CC(=O)N(c3ccc(CC)cc3)C2)cc1 (stereo unspecified)	-2	-1
CC(C)c1ccccc1NC(=O)c1cnccn1	6	-5
CCNc1cc(N2CCC(CCC(=O)Nc3ccc(C)cc3C)CC2)ncn1	-2	3
Cc1ccc2cccc(NC(=O)C(F)(F)F)c2n1	1	28
O=C1OC(c2cccc([N+](=O)[O-])c2)=N/C1=C\c1cccc([N+](=O)[O-])c1	-3	-5
CC1(C)CC(=O)c2sc(NC(=O)c3sc4ccccc4c3Cl)nc2C1	-1	-9
CCC(=O)Nc1ccc(SCc2cc(C)ccc2C)nn1	-3	-18
CCc1nc(SCC(=O)Nc2ccc3c(c2)OCCO3)c2c(=O)n(C)c(=O)n(C)c2n1	5	-2
CCOC(=O)N1CCC(NC(=O)c2cc(Cl)sc2Cl)CC1	-1	/
Cc1oc(C2CCN(S(=O)(=O)c3cccs3)CC2)nc1C(=O)N1CCCC1	-3	0
Cc1ccc(NC(=O)CSc2nc3c(c(=O)n2-c2ccc(Cl)cc2)SCC3)cc1	0	21
Cc1ccc(NC(=O)c2cc(I)ccc2Cl)c([N+](=O)[O-])c1	-4	8
Cc1cccc(NC(=O)C2CC(=O)N(c3cccc(Cl)c3C)C2)c1C (stereo unspecified)	0	2
CC1=NN(C(=O)c2ccc(C(N)=O)cc2)C(O)(C(F)(F)F)C1 (stereo unspecified)	-12	-2
COc1ccc(Br)cc1C=C1Oc2cc(OS(C)(=O)=O)ccc2C1=O	-3	1
CC1=C(C(N)=O)C(c2cccnc2)n2nc(SCc3ccccc3F)nc2N1 (stereo unspecified)	-1	2
COc1ccc(-c2noc(-c3ccc(NC4CCCCCC4)nc3)n2)cc1	4	-5
O=[N+]([O-])c1ccc2c(c1)NC1(CCCCC1)N2	3	/
Cc1cc(=O)oc(C)c1C(=O)NCCN(C)Cc1ccccc1	-12	3
COc1ccc(-c2cc3nc4c(c(=O)n3[nH]2)CN(C(C)=O)CC4)cc1	5	2
CS(=O)c1ccc(C(=O)O)s1 (stereo unspecified)	-4	3
Cc1cc(Cl)ccc1OCCCC(=O)NC1=NCCS1	-1	-4
CC1(C)CC(=O)C2=C(C1)Nc1ccc3ncccc3c1C2c1ccccc1C(F)(F)F (stereo unspecified)	-3	4
CC1=C(C#N)C(c2ccc(N(C)C)cc2)C2=C(CC(C)(C)CC2=O)N1 (stereo unspecified)	3	1
O=C(NCc1ccco1)N1CCC2(C1)Nc1cccnc1NC2=NCc1ccccc1 (stereo unspecified)	0	1
Cc1nc(N2CCN(C(=O)CCCc3ccccc3)CC2)cc(-n2cccn2)n1	-7	-16
CSc1ccc(C2N(c3ccc(Cl)cc3)C(=O)C3CCCN32)cc1 (stereo unspecified)	-1	-1
CCNC(=O)c1cc2c(=O)n3ccccc3nc2n(Cc2ccco2)c1=N	16	18
COc1cccc(NC(=O)COc2c(C)cc(C)cc2Cl)c1	-8	-70
CCOc1cccc2cc(C(=O)NC3CCCC3)c(=O)oc12	-6	-6
NC(=O)C(c1ccccc1)(c1ccccc1)[C@@H]1CCN(CCc2ccc3c(c2)CCO3)C1	10	/
NS(=O)(=O)c1ccc(-n2cccc2C=C2C(=O)NC(=O)NC2=O)cc1	-3	6
Cc1ccc(S(=O)(=O)N(CCc2ccccc2)CC(=O)NC2CC2)cc1	2	0
O=S(=O)(Nc1cccnc1)c1cc(Cl)ccc1Cl	1&-1	-3&-1&2

# More compounds follow.
canonical_smiles	Pf apPOL block	mHTT CaM bind
CCn1cc(S(=O)(=O)NCc2cccc(Cl)c2)c2cccnc21	1	4
Clc1ccc(CSc2nccn2-c2cc(Cl)ccc2Cl)cc1	-8	/
Cc1cc(C)cc(-n2nnc(C(=O)NCc3ccco3)c2N)c1	1	0
N#CCCSc1ccccc1N=Cc1cc(Cl)cc(Cl)c1O	11	/
COC(=O)C(C)Oc1ccc2c(c1)OC(=Cc1ccccc1Cl)C2=O (stereo unspecified)	-6	-4
CS(=O)(=O)c1ccc(S(C)(=O)=O)s1	/	-6
CC(CC(=O)NCc1ccc2c(c1)OCO2)c1ccccc1 (stereo unspecified)	-10	-4
CC1=C(C(=O)Nc2cccnc2)C(c2ccccc2F)n2ncnc2N1 (stereo unspecified)	-6	-3
CCCn1c(=O)c2cc(C(=O)Nc3ccccc3)nn2c2ccccc21	-1	-12
CCCC(=O)Nc1ccccc1NC(=O)Cc1ccccc1[N+](=O)[O-]	2	-3
CCOc1cc(/C=C2/NC(=O)NC2=O)ccc1OC	-13	7
COc1ccc(-c2noc(C3CCCN3C(=O)c3cccc(F)c3)n2)cc1 (stereo unspecified)	0	2
O=C1CSC(c2cc3c(cc2Br)OCO3)N1c1ccc(Cl)cc1 (stereo unspecified)	0	1
CCc1nc(NCCN2CCOCC2)c2cc(Cl)cc(Cl)c2n1	-7	6
CCCOC(=O)C(C)Nc1n[nH]c(=O)[nH]c1=O (stereo unspecified)	-7	/
COc1cc(Cl)c(S(=O)(=O)N2CC(C)OC(C)C2)cc1Cl (stereo unspecified)	-2	0
Cc1cccc(CNC(=O)c2cc3n(n2)CCCN(Cc2ccccc2)C3=O)c1	-5	11
CCc1cc2c(=O)c(-c3ccccn3)coc2cc1O	-6	8
CCOC(=O)N1CCN(Cc2ccc(N(C)C)cc2)CC1	-4	2
Cc1cccc(C2=N/C(=C/c3ccc([N+](=O)[O-])cc3)C(=O)O2)c1	1	-1
CC(C)CCNC(=O)CSC1=Nc2ccccc2C2=NC(Cc3c[nH]c4ccccc34)C(=O)N12 (stereo unspecified)	-6	4
Cn1c(CSc2nc3ccccc3o2)nc2ccccc21	4	-3
O=C(c1ccc(NCc2ccc(F)cc2)c([N+](=O)[O-])c1)N1CC2CC(C1)c1cccc(=O)n1C2 (stereo unspecified)	-4	32
Nc1ccc2nc(CCc3nc4ccc(N)cc4[nH]3)[nH]c2c1	-3	35
Cc1ccc(CNC(=O)Cn2c(N3CCOCC3)nc(C)cc2=O)cc1	1	-4
CC1(C(=O)NCc2ccccc2)CCCN(C(=O)c2ccccc2F)C1 (stereo unspecified)	2	2
Cc1ccc(CN2CCC=CS2(=O)=O)cc1	-6	-5
O=C(Nc1ccccc1F)N1CCC(c2cnn(-c3cccc(F)c3)c2)CC1	1	-17
CC1CCC2C(C1)c1sc(=O)[nH]c1SC2(C)C (stereo unspecified)	-3	28
O=C(O)Cc1cc(=O)oc2cc(O)ccc12	4	-3
C#CCOc1c(/C=C2/C(=O)ON=C2C)cccc1OC	-9	11
CCC(=O)N1CCc2sc(S(=O)(=O)Nc3ccc(F)c(C)c3)cc2C1	1	11
O=C1C(=O)N(CCO)C(c2ccccc2)C1=C(O)c1ccccc1 (stereo unspecified)	-8	1
O=C(CCCn1c(=O)c2sccc2n(Cc2cccc(Cl)c2)c1=O)NCc1ccco1	0	21
Fc1c(CSC(=S)N2CCOCC2)cccc1CSC(=S)N1CCOCC1	-2	/
CCOc1ccc(NC(=O)COc2cc(C)ccc2C)cc1	-5	-7
Cn1cccc1/C=N/NC(=O)c1cc(C(C)(C)C)[nH]n1	/	i
CC(O)C1CCN(Cc2ccccc2C(F)(F)F)CC1 (stereo unspecified)	-1	-3
O=C(NCc1ccc(Cl)cc1)c1cn2c(n1)CCCC2	-8	3
C=CCNC(=O)C1CCC(c2cccc(C)c2)N(C(=O)C2CC2)C1 (stereo unspecified)	-1	5
Cc1cccc(-n2nc3c(c2NC(=O)CCC2CCCC2)CS(=O)(=O)C3)c1C	-6	5
NC(CCSc1ccc(Cl)cc1)=NOC(=O)Nc1ccc(Cl)cc1	-1	/
Cc1cccc(C)c1NC(=O)C(=O)NCC1CCCO1 (stereo unspecified)	2	-3
O=C(COc1ccccc1)N1CCN(c2nc(CN3CCCC3)cs2)CC1	-7	3
CC(=O)Nc1nc(C)c(CN2CCOCC2)s1	-12	-2
O=C1NC(=O)N(c2ccccc2)C(=O)C1C(c1ccccc1)c1ccccc1 (stereo unspecified)	-6	0
Nc1cc(S(=O)(=O)c2ccc(Cl)cc2)ccc1Cl	-5	-11
CSc1nc(=O)[nH]nc1C	-8	/
COc1ccc(-c2nnc(Nc3ccc(OC)c(C(N)=O)c3)c3ccccc23)cc1	-5	60*
COc1cc2c(cc1OC)C(C(=O)N1CCCCC1)C(c1cccnc1)N(C)C2=O (stereo unspecified)	-12	-6
